Screening data: PubChem BioAssay, several laboratories
NTR1 agonist = agonists of NTR1, primary screen, imaging, U2OS cells, beta-arrestin-GFP, high content (AID 493036). NTR1-U2OS beta-arrestin-GFP spot imaging, agonist mode. 330,000 tested, 0.17% active. P30989. activation, % at 20 µM;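 active = activation at or above 40% of the spot to cytoplasm intensity ratio, with at least 20 cells analyzed; inconclusive = wells under 20 cells, flagged as cytotoxic or low count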;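 also: 0% = DMSO without peptide and 100% = 100 nM NTR1 peptide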
Target sequence (P30989 whole entry, looked up): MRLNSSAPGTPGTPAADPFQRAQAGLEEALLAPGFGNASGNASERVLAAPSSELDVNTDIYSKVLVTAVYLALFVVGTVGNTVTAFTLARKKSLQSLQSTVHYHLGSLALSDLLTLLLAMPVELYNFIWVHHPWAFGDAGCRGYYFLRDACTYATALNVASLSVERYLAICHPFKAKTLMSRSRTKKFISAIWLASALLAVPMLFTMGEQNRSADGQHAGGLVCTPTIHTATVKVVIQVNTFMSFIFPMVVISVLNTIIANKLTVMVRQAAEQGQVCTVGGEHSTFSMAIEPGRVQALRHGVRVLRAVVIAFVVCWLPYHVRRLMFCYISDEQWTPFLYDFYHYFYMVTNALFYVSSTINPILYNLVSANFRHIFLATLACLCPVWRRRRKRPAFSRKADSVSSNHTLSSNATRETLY
SV40 large T antigen = TAg ATPase/helicase activity blockers – biochemical (AID 1903) | SV40 large T antigen ATPase/helicase inhibition assay; higher % means a stronger effect | one-dose inhibition, % at 20 µM; IC50 in µM for titrated hits | 310,000 tested, 0.39% active; in the data active = a potency from the dose series; inconclusive = inhibition mostly from about 32% at the one dose, without a potency; inactive = the rest, 99 in 100 with inhibition below about 32%; also: strong numbers were not always called active
TNAP activation fold = human TNAP enzyme activators, primary screen, biochemical, luminescent, no phosphate acceptor, uHTS (AID 1001) | purified TNAP, luminescent activation assay, no phosphate acceptor; higher activation fold means a stronger effect | one-dose activation fold at 20 µM; EC50 in µM for titrated hits | 200,000 tested, 0.03% active; in the data active = activation fold from about 3, or a potency from the dose series; inactive = the rest, 99 in 100 with activation fold below about 1.6; also: many of its hits are not listed in these tables
RSV CPE inhibition = RSV antiviral activity via CPE protection, HEp-2 cells, primary 10 µM value included (AID 2391); HEp-2 cells, RSV-induced CPE inhibition; higher % means a stronger effect; CPE inhibition, % at 10 µM; hits with a dose series show IC50 in µM; 310,000 tested, 0.13% active; in the data active = a potency from the dose series; inconclusive = CPE inhibition mostly from about 23% at the one dose, without a potency; inactive = the rest, 99 in 100 with CPE inhibition below about 21%; also: strong numbers were not always called active
T cell modulator = modulates CD8 T cell binding to vesicles; AID 2052; 2C CD8+ T cell-vesicle binding, flow cytometry; hits give low values; calls only at 7 µM; 330,000 tested, 0.068% active;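 active = response, share of CD8 T cells binding vesicles, and their 90th percentile fluorescence all below set limits, cut at about 80% in these data, passing the limit was not always enough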
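Also added: QL9-peptide-loaded Drosophila micro-vesicles bearing Ld, ICAM-1 and B7-1; Test system: purified 2C TCR transgenic mouse naive CD8+ T cells; Measured by: cytometric PE anti-B7-1 and Alexa647 anti-CD8 signals after 1% paraformaldehyde fixation; Timing: binding step 1.5 h, 37 °C, antibody labelling 20 min, ice.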
PhoP inhibition = PhoP-dependent GFP reporter repression – Salmonella Typhimurium, primary screen (AID 1863). 300,000 tested, 0.16% active. S. Typhimurium PhoP-regulated promoter GFP reporter, 4 h; higher % means a stronger effect. one-dose inhibition, % at 50 µM; IC50 in µM for titrated hits;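 active = inhibition over 29.93%, a cutoff 3 SD above the screen mean, later confirmed by dose response; inconclusive = inhibition over 29.93% but no dose response follow-up; inactive = inhibition at most 29.93% or unconfirmed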;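 also: 0% = low Mg2+ inducing control and 100% = high Mg2+ repressing control; strong numbers were not always called active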
Myeloid diff 2 = compounds promoting myeloid differentiation; AID 624256; calls only at 10 µM; 360,000 tested, 1% active; ER-HoxA9 myeloid progenitors, lysozyme-GFP differentiation, flow cytometry;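 active = normalized GFP-positive differentiation at or above the plate's own cutoff, the solvent-only control mean plus 3 SD; inconclusive = no clear call, values can overlap the other calls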;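 also: cells exposed to compound for four days before flow analysis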
UTI89 phage lysis = protection from phage-mediated lysis, alamar blue read-out – E. coli UTI89, K1F phage, bacterial capsule biogenesis inhibitors (AID 488966). E. coli UTI89 K1F phage lysis, alamar blue, 2 h; higher % means a stronger effect. one-dose inhibition, % at 100 µM; IC50 in µM for titrated hits. 340,000 tested, 0.02% active;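 active = phage lysis inhibition, versus mean bacterial control, above a set limit; inconclusive = no clear call, values can overlap the other calls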;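 also: capsule biogenesis inhibitors block K1F phage lysis so surviving cells raise fluorescence; higher fluorescence means more inhibition of phage lysis; actives were called in the ten point dose series up to 300 µM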
Rac1 GTP hydrolysis = MgcRacGAP GTPase-activating activity inhibitors, confirmation, biochemical, ADP Hunter fluorescence; inhibition, % at 30 µM; hits with a dose series show IC50 in µM; MgcRacGAP-stimulated Rac1 GTP hydrolysis, ADP Hunter fluorescence; higher % means a stronger effect; GST-tagged Rac1 F28L mutant substrate; 340,000 tested, 0.6% active;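 active = first-screen hits whose inhibition reached a set limit at any dose in the follow-up dose series; inconclusive = inhibition above the set first-screen limit but never retested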;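 also: fluorescence reports GDP produced by GAP-driven GTP hydrolysis; strong numbers were not always called active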
T cell modulator vesicle-bound % = further read-out of T cell modulator, marked with its call; double positive events, %; measured here: CD8+ vesicle-bound cell fraction;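 binding gate set so that unloaded-vesicle control wells show 10% double positive cells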
NTR1 agonist cell count 20 µM = further read-out of NTR1 agonist, marked with its call; cell count; measured here: cell count, cytotoxicity flag
Myeloid diff 2 GFP+ MAC1+ % = also measured in Myeloid diff 2; calls as there; GFP+ MAC1+ double positive, %; measured here: differentiation confirmed by MAC1 staining
* marks the source's active call; other numbers are inactive results; i = inactive; ? = inconclusive; . = no result given; + = active, no number; [ ] = dose if it differs, or a comment.

SMILES	NTR1 agonist	NTR1 agonist cell count 20 µM	SV40 large T antigen	TNAP activation fold	RSV CPE inhibition	T cell modulator	T cell modulator vesicle-bound %	PhoP inhibition	Myeloid diff 2	Myeloid diff 2 GFP+ MAC1+ %	UTI89 phage lysis	Rac1 GTP hydrolysis
CC(=O)Nc1cc(-n2cnnn2)ccc1C	1.3	43	26%	1.1	-1.8%	i	55	2%	i	0.3	1.2%	-2%
O=C(CNC(=O)Cc1ccc(Cl)cc1)NCc1ccco1	-0.5	70	9%	1.1	0.3%	i	47	-8%	i	0.7	0.3%	3%
CCCCN=C1C([N+](=O)[O-])=CC=C2C1=NC1(CCCCC1)N2O	2.4	29	-2%	1	5.3%	i	38	-6%	i	1.1	-1.8%	11%
CCOC(=O)C1CCCN(c2c(N3CCC(N4CCCCC4)CC3)c(=O)c2=O)C1 (centres undefined)	-0.7	95	1%	1.1	1.9%	i	31	-2%	i	2.5	-1.2%	-5%
O=C(CCNc1ccccc1)c1ccc2c(c1)OCO2	-2.2	71	8%	1.1	1.7%	i	9	6%	i	0.8	-0.4%	7%
Cc1cccc(C(C)(C)C)c1OCCOCCN1CCCC1	2.0	76	4%	1.1	0.5%	i	48	-9%	i	0.1	1.1%[50 µM]	2%
Cc1nc2ncccn2c1-c1csc(NCc2ccco2)n1	-0.4	83	18%	1	1.4%	i	16	-5%	+	3.6*	-1.1%	-2%
C/C(=N\NC(=O)c1ccc(N2CCCC2=O)cc1)c1ccccc1	-0.9	37	11%	.	0.7%	i	32	0%	i	0.4	0.0%	7%
CCS(=O)(=O)c1ccc2oc(SCC(=O)NC34CC5CC(CC(C5)C3)C4)nc2c1	4.1	79	14%	1.1	?	i	18	13%	i	0.3	2.4%	5%
CN1CCC(=NNC(=O)COc2ccc(Cl)cc2)CC1	-0.1	66	20%	1.1	-0.4%	i	69	3%	i	0.1	0.2%	1%
O=S(=O)(c1ccc(Cl)c(Cl)c1)N1CCc2nc3ccccc3n2CC1	.	.	20%	1	.	.	.	2%	i	1.4	0.9%	4%
CCSc1nc2ccccc2n1CC(=O)O	1.2	51	2%	1	1.3%	i	42	-5%	i	0.6	0.0%	6%
Cc1ccccc1N1CCN(C(=O)c2cc(C3CC3)nn2-c2ccccc2)CC1	2.3	47	.	.	0.6%	i	42	.	i	0.7	0.9%[50 µM]	10%
OCC1(CCOc2ccccc2)CCN(Cc2cc(Cl)ccc2O)CC1	0.7	64	-8%	.	-1.0%	i	25	-16%	i	0.1	0.6%	-3%
CCCn1c(SCC(=O)N(CC)CC)nnc1-c1ccncc1	0.3	33	-2%	1.1	0.0%	i	24	-6%	i	0.7	-0.3%	-3%
CCOc1c2ccc(C(=O)NCCCCc3ccccc3)cc2nn1C	-1.5	86	3%	1	0.1%	i	41	-2%	i	2.7	-2.1%	7%
O=C(CSc1nc(-c2ccco2)cc(C(F)(F)F)n1)Nc1cccnc1	1.2	57	8%	1.2	3.2%	i	32	-6%	i	2.4	2.6%	6%
Cc1ccc(NC(=S)NCc2ccc(F)cc2)c(C)c1	-0.2	75	3%	.	0.5%	i	53	2%	i	0.5	0.3%	5%
C=CCOC(=O)C1=C(C)Nc2[nH]c(=O)[nH]c(=O)c2C1c1cccc(OC)c1 (centres undefined)	-2.0	50	2%	1.1	.	.	.	-8%	.	.	.	.
CCOCCOC(=O)C1=C(C)NC(=O)NC1c1ccc2c(c1)OCO2 (centres undefined)	-1.3	48	4%	.	1.7%	i	61	5%	i	0.7	0.4%	1%
Cc1ccc(N2CCN(S(=O)(=O)c3cccs3)CC2C)cc1 (centres undefined)	2.2	68	19%	.	0.6%	i	5	1%	i	1.0	-1.0%[50 µM]	11%
Fc1ccc(-c2cn3cc(C(F)(F)F)cc(Cl)c3n2)cc1	2.4	69	-4%	1.1	1.8%	i	54	7%	i	2.1	1.3%	2%
CCc1nnc(SCC(=O)Nc2ccc(NC(C)=O)cc2)n1-n1cccc1	-0.8	53	5%	.	1.1%	i	22	4%	i	0.5	0.2%[50 µM]	3%
COc1ccc(OC)c2c1sc(=NC(=O)c1ccco1)n2C	2.6	90	6%	1.2	5.2%	i	1	-6%	i	3.1	-1.9%	1%
COCCCn1c(=O)c2sccc2n2c(CCCC(=O)NCc3ccc(OC)cc3)nnc12	-1.5	55	16%	.	3.8%	i	33	-4%	i	4.0	1.1%	9%
COCCCNc1oc(/C=C/c2ccccc2)nc1C#N	0.7	44	7%	.	3.2%	i	31	-2%	i	0.5	1.2%[50 µM]	.
CC1(C)SC[C@H](C(=O)Nc2cccc(Cl)c2)N1C=O	-0.4	56	15%	.	0.6%	+	0.5*	-9%	i	0.5	1.6%	6%
COc1ccc(C(C)=O)cc1COC(=O)c1cccnc1Cl	1.0	58	2%	.	0.1%	i	32	4%	i	0.7	0.0%	8%
O=C1c2ccccc2C(=O)N1CCCc1nc(-c2ccccc2)no1	0.7	82	3%	1.1	.	i	18	-11%	i	0.5	5.0%	7%
c1cn(-c2ccc(-c3ccnc4ncnn34)cc2)cn1	0.7	46	4%	1	2.5%	i	48	-12%	i	0.1	-4.8%	5%
COC(=O)COc1ccc2c(c1C)O/C(=C\c1ccco1)C2=O	-0.7	81	10%	.	-0.8%	i	32	8%	i	0.6	0.2%	16%
CCC(CC)c1nnc(NC(=O)/C=C/c2ccco2)s1	0.6	38	15%	1.1	1.1%	i	47	0%	i	0.9	1.4%[50 µM]	5%
Cc1cc(Cl)c(S(=O)(=O)Nc2ccc3c(c2)OCO3)cc1OCC(=O)NC1CCCCC1	1.4	84	22%	1	12%	i	40	-4%	i	0.4	0.8%	4%
CC(C)(C)C(=O)Nc1ccc(C(=O)COC(=O)C2=COCCO2)cc1	-1.3	59	.	.	.	.	.	.	i	0.8	1.4%[50 µM]	6%
CCOC(=O)c1ccc(CNC(=O)CCC(=O)O)cc1	-1.8	70	-3%	1.1	1.6%	i	37	0%	i	3.0	-0.6%	-6%
O=C1CCCC2=C1Sc1ccccc1N2	-0.5	61	9.6µM*	.	2.0%	i	32	14%	i	0.6	.	.
Cc1ccc2cc(CN(CCN3CCCC3)C(=O)Nc3ccccc3)c(=O)[nH]c2c1C	-0.4	45	5%	1.1	-1.7%	i	14	1%	i	0.9	1.1%	12%
O=C(N/N=C/c1cc([N+](=O)[O-])ccc1O)c1cccc(NC(=O)c2cccc(Cl)c2)c1	0.8	60	-1%	.	4.2%	i	34	7%	?	.	-0.3%	8%
CC(CNS(=O)(=O)c1ccccc1)Sc1ncccn1 (centres undefined)	0.3	66	20%	.	6.7%	i	52	-8%	i	0.5	0.4%[50 µM]	1%
Cc1cccc(N2CCN(C(=S)NC3CCCCC3)CC2)c1C	4.6	52	12%	.	3.6%	i	54	-7%	i	0.5	0.0%	-3%
C[C@H](CO)N1C[C@H](C)[C@@H](CN(C)C(=O)Nc2ccc(C(F)(F)F)cc2)Oc2ccc(NC(=O)Nc3ccc4c(c3)OCO4)cc2C1=O	0.7	62	.	.	.	i	12	.	i	1.0	0.5%	12%
O=C(COC(=O)COc1ccccc1)NCc1ccco1	-1.2	54	18%	.	0.1%	i	12	-5%	.	.	-1.5%	5%
Cc1ccc(/C=C/c2onc(C)c2S(=O)(=O)N2CCC(C(=O)NC(C)(C)C)CC2)cc1	1.1	67	3%	.	2.3%	i	19	.	i	4.0	0.2%	7%
CCOC(=O)N1CCC(Nc2ncnc3c2cnn3-c2ccccc2)CC1	0.2	55	-4%	1	2.5%	i	18	-4%	i	0.4	-1.5%	4%
O=C(CSc1nnc(-c2ccco2)n1-c1ccccc1)Nc1c(Cl)cc(Cl)cc1C(=O)O	-1.0	30	.	.	.	i	56	.	i	0.5	1.1%	2%
COC(=O)c1sc(N)c(C(=O)OC)c1COC(=O)CNS(=O)(=O)c1ccc(C)cc1	-1.4	50	10%	1.1	2.0%	i	54	-20%	i	0.8	1.5%[50 µM]	8%
CC(C)Sc1nc(SCC(=O)O)c2c3c(sc2n1)COC(C)(C)C3	2.2	57	9%	.	0.5%	i	42	9%	i	0.3	0.1%	13%
CCOC(=O)N1CCN(C(=O)CNC(=O)c2ccc(Cl)cc2Cl)CC1	-3.2	41	.	.	1.4%	i	35	.	i	0.5	0.6%[50 µM]	8%
NC(=O)c1ccsc1NC(=O)c1cccs1	4.0	61	.	.	12%	i	42	.	i	2.1	0.3%	8%
COc1cccc(NC(=O)CSc2ccc3nnc(-c4cccnc4)n3n2)c1	0.6	57	7%	.	2.2%	i	32	-4%	i	1.3	2.0%[50 µM]	6%
COc1ccc(CCN(C)C(=O)c2cc(-c3ccc(C)cc3)nc3ccccc23)cc1OC	1.0	48	20%	.	1.7%	i	10	-1%	?	.	-0.1%	5%
CC(=O)/C(C#N)=C1\NC(=O)C(Cc2ccccc2C)S1 (centres undefined)	-1.1	42	18%	.	2.5µM*	i	43	-3%	i	0.8	.	.
CC(C)C(=O)Nc1nnc(Cc2ccccc2)s1	0.2	60	7%	1	-0.8%	.	.	-5%	i	4.4	0.0%	6%
CCOC(=O)C1CCN(CC(=O)c2c(C)[nH]c3cc(C)ccc23)CC1	1.0	53	-2%	1.1	0.5%	i	34	2%	i	0.6	0.2%	4%
COc1ccccc1NC(=O)Cc1nnc(SCC(=O)NC2=NCCS2)n1C	-0.4	60	-1%	.	1.1%	i	13	7%	?	.	-0.3%	-5%
CCOc1ccc(C2NC(=O)c3sc(=S)n(-c4ccccc4)c3N2)cc1 (centres undefined)	2.3	73	0%	1	1.8%	i	43	-7%	i	0.9	5.7%	9%
O=C(COC(=O)COc1ccccc1)Nc1cccnc1Cl	0.6	56	.	.	.	i	33	.	i	0.9	0.7%[50 µM]	2%
